M. tuberculosis HTS: M. tuberculosis growth inhibition, HTS (AID 449762); inhibition, % at 25 µM, or IC50 in µM where a hit was titrated; actives 0.59% (n = 330,000); M. tuberculosis H37Rv growth inhibition, 7H9 media; higher % means a stronger effect; in the data active = a potency from the dose series; inconclusive = inhibition above about 70% without an active follow-up result;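 note: bacterial growth assessed after seven days of incubation; strong numbers were not always called active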
inhibitors of VEEV: inhibitors of VEEV TC-83 cytopathic effect, confirmation, Vero cells (AID 588727); Vero cells, VEEV TC-83 cytopathic effect inhibition; higher % means a stronger effect; inhibition, % at 20 µM, or IC50 in µM where a hit was titrated; actives 0.13% (n = 350,000); in the data active = a potency from the dose series; inconclusive = inhibition mostly from about 14% at the one dose, without a potency; inactive = the rest, 99 in 100 with inhibition below about 12%; note: strong numbers were not always called active
M. tuberculosis: growth inhibition of non-replicating M. tuberculosis (AID 488890); actives 0.39% (n = 320,000); Mycobacterium tuberculosis non-replicating, growth inhibition; higher % means a stronger effect; inhibition, % at 25 µM, or IC50 in µM where a hit was titrated; in the data active = a potency from the dose series; inconclusive = inhibition mostly from about 82% at the one dose, without a potency; inactive = the rest, 99 in 100 with inhibition below about 76%;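 note: plate controls were DMSO cells for no effect and high antibiotic wells for full effect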
PhoP GFP inhibition: Inhibition of PhoP regulon, Salmonella typhi GFP reporter cells, confirmation, 4 h (AID 1850). Salmonella Typhi PhoP-promoter GFP reporter, fluorescence, 4 h; higher % means a stronger effect. actives 0.33% (n = 310,000). inhibition, % at 50 µM, or IC50 in µM where a hit was titrated; in the data active = a potency from the dose series; inconclusive = inhibition mostly from about 25% at the one dose, without a potency; inactive = the rest, 99 in 100 with inhibition below about 19%;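 note: 0% = induced wells with vehicle and 100% = uninduced wells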
influenza NS1A: NS1A inhibition, H1N1 influenza, cell based functional assay (AID 504329). NS1A functional cell-based assay, percent inhibition; higher % means a stronger effect. inhibition, % at 12.5 µM, or IC50 in µM where a hit was titrated. actives 0.3% (n = 340,000); in the data active = a potency from the dose series; inconclusive = inhibition above about 27% without an active follow-up result; note: strong numbers were not always called active
inhibitors of VEEV 10K pilot screen: second read-out of inhibitors of VEEV, no call of its own (marks repeat the call); inhibition, %; measured here: 10K pilot screen inhibition
An asterisk follows results filed as active; i = inactive; u = inconclusive; x = no result given. Not a hit list; any-hit rate near 1.5%.

SMILES	M. tuberculosis HTS	inhibitors of VEEV	M. tuberculosis	PhoP GFP inhibition	influenza NS1A	others
NS(=O)(=O)c1cccc(NC(=O)COC(=O)c2ccccc2C(=O)c2ccccc2)c1	2%	1.1%	16%	x	8%
CCOc1ccc(N2CC(C(=O)NC3CCCCCC3)CC2=O)cc1 (stereo unspecified)	-1%	1.5%	0%	-2%	5%
CCn1cc(C(=O)O)c(=O)c2cc(S(=O)(=O)N3CCCCCC3)ccc21	0%	i	23%	3%	18%
Cc1ccccc1OCCCCCn1ccnc1	-16%	i	u	9%	-30%
Cc1sc2ncn(/N=C/c3ccco3)c(=O)c2c1C	-10%	7.7%	1%	-17%	-3%
Cc1ccc(NC(=O)C2C3/C=C\CCCCC32)cc1 (stereo unspecified)	-7%	i	20%	5%	1%
O=C(O)c1cccc(S(=O)(=O)N2CCCC(c3nc4c(nnn4Cc4ccc(F)cc4)c(=O)[nH]3)C2)c1 (stereo unspecified)	0%	1.8%	-10%	-5%	-6%
O=C(CCc1nc(-c2ccccc2Cl)no1)NCCc1ccccc1	6%	0.4%	39%	-13%	-1%
COc1ccc(S(=O)(=O)N2CCCC(C(=O)Nc3ccc4c(c3)OCCO4)C2)cc1 (stereo unspecified)	0%	0.5%	0%	2%	-5%
CC1=CC(C)(C)N(C(=O)CSc2nnc(N)s2)c2ccccc21	-8%	i	16%	-6%	-7%
CSCCCNC(=S)N(C)CC(=O)Nc1ccc(C)cc1	1%	0.9%	24%	3%	-19%
COc1ccc(N(CC(=O)NC2CCCC2)C(=O)CCC(=O)Nc2cc(C)on2)cc1	-10%	1.2%	-4%	11%	8%
COC(=O)c1sccc1-c1ccc(C(=O)Nc2cccnc2)o1	-7%	7.9%	x	1%	-2%
COc1ccc(CN2CCN(Cc3ccc(Br)cc3)CC2)c(OC)c1OC	18%	i	-6%	8%	-17%
Cc1coc2cc3oc(=O)c(CCC(=O)O)c(C)c3cc12	-8%	0.8%	-1%	10%	18%
Cc1ccc(NC(=O)COC(=O)CCC(=O)c2cccs2)c(Br)c1	5%	1.5%	50%	x	-1%
O=C(Nc1nnc(CCS(=O)(=O)c2ccc(Br)cc2)s1)c1ccc([N+](=O)[O-])cc1	-11%	i	-1%	-15%	4%
O=C(COCCOCC(=O)N(c1ccccn1)C1CCCCC1)N(c1ccccn1)C1CCCCC1	-8%	0.8%	-13%	3%	2%
CCOc1ccccc1CN1CCN(Cc2ccon2)CC1CCO (stereo unspecified)	-1%	4.2%	-2%	14%	-9%
Cc1ccc(C(=O)C2CCOC(C)(C)C2)cc1 (stereo unspecified)	-7%	0.9%	-4%	-4%	8%
COc1cc(NC(=O)Cn2cnc3sc(C)c(S(=O)(=O)N4CCOCC4)c3c2=O)cc(OC)c1OC	-2%	0.7%	-6%	-17%	0%
O=C1C(C=Nc2ccccc2O)=C(O)c2ccccc21	u	0.5%	u	-3%	-5%
COc1ccc(C(CC(=O)N2CCCC2)c2c(OC)cc(OC)c3c(-c4ccccc4)cc(=O)oc23)cc1 (stereo unspecified)	10%	2.0%	18%	-6%	-3%
O=C(NC1CCCC1)C1CC(c2ccc(F)cc2)=NO1 (stereo unspecified)	3%	2.2%	74%	-13%	-3%
CCN(CCO)C(=S)Nc1cc(S(=O)(=O)N(C)C)ccc1C	0%	0.2%	0%	4%	-3%

5 compounds already listed, arranged by SMILES length, low to high.
SMILES	M. tuberculosis HTS	inhibitors of VEEV	M. tuberculosis	PhoP GFP inhibition	influenza NS1A	others
CSCCCNC(=S)N(C)CC(=O)Nc1ccc(C)cc1	1%	0.9%	24%	3%	-19%
O=C(NC1CCCC1)C1CC(c2ccc(F)cc2)=NO1 (stereo unspecified)	3%	2.2%	74%	-13%	-3%
CCOc1ccc(N2CC(C(=O)NC3CCCCCC3)CC2=O)cc1 (stereo unspecified)	-1%	1.5%	0%	-2%	5%
COc1ccc(CN2CCN(Cc3ccc(Br)cc3)CC2)c(OC)c1OC	18%	i	-6%	8%	-17%
COc1ccc(C(CC(=O)N2CCCC2)c2c(OC)cc(OC)c3c(-c4ccccc4)cc(=O)oc23)cc1 (stereo unspecified)	10%	2.0%	18%	-6%	-3%

The main list resumes, repeating the three entries before the break.
SMILES	M. tuberculosis HTS	inhibitors of VEEV	M. tuberculosis	PhoP GFP inhibition	influenza NS1A	others
COc1ccc(C(CC(=O)N2CCCC2)c2c(OC)cc(OC)c3c(-c4ccccc4)cc(=O)oc23)cc1 (stereo unspecified)	10%	2.0%	18%	-6%	-3%
O=C(NC1CCCC1)C1CC(c2ccc(F)cc2)=NO1 (stereo unspecified)	3%	2.2%	74%	-13%	-3%
CCN(CCO)C(=S)Nc1cc(S(=O)(=O)N(C)C)ccc1C	0%	0.2%	0%	4%	-3%
Cc1nc(-c2ccccc2)nc2[nH]c(=O)n(-c3ccccc3)c(=O)c12	-1%	4.6%	-3%	-1%	-6%
O=C(NCn1ccc(=O)[nH]c1=S)c1ccccc1	3%	0.7%	3%	-3%	-4%
Cc1cc(NC(=O)CCCN2C(=O)/C(=C/c3cccs3)SC2=S)no1	7%	0.7%	0%	-2%	0%
COc1cccc(C2NC(=O)NC(C)=C2C(=O)OCCSC)c1OC (stereo unspecified)	4%	i	3%	0%	0%
Cn1cccc1/C=C1\Cc2ccccc2C1=O	4%	1.4%	10%	2%	-20%
Cc1nc2c(sc(=S)n2Cc2ccco2)c(=O)n1CC(=O)Nc1ccccc1Cl	-1%	i	13%	-10%	6%
O=C(c1c(F)cccc1F)N1CCN(CCOc2ccccc2)CC1	6%	0.5%	1%	0%	-1%
CC(C)CC1CC(=O)OC1(C)C(=O)CSc1nc2ccccc2s1 (stereo unspecified)	2%	1.3%	42%	0%	-10%
CC1CC(C)CN(CCCNC(=O)C2CCC(=O)N2C2CCCC2)C1 (stereo unspecified)	-17%	i	-15%	-4%	-10%
Cc1c(NC(=O)C(C)OC(=O)CNC(=O)c2ccc(C(C)(C)C)cc2)c(=O)n(-c2ccccc2)n1C (stereo unspecified)	-1%	0.4%	4%	13%	1%
COCCNC(=O)CN1CCC(n2c(C)nc3cc(C(F)(F)F)ccc32)CC1	-8%	1.1%	-2%	-8%	0%
COc1ccc(/C=N/N2C(=O)C3C4C=CC(CC4)C3C2=O)c(OC)c1 (stereo unspecified)	-1%	1.7%	-26%	-2%	-4%
Cc1ccc(S(=O)(=O)N2CCOCC2)cc1NC(=O)COC(=O)CSc1ccc(Br)cc1C	-2%	0.1%	13%	2%	4%	inhibitors of VEEV 10K pilot screen=1.9
CCCCC(=O)Nc1ccc(C(=O)Nc2nnc(COC)s2)cc1	-15%	1.8%	-2%	-8%	11%
OC(CCc1cccc(Cl)c1)c1cccs1 (stereo unspecified)	2%	1.2%	x	7%	-22%
N=c1sccn1CC(=O)Nc1ccc(SC(F)F)cc1	10%	8.9%	11%	0%	2%
C=CCN(c1ccccc1C(=O)NCC(=O)O)S(=O)(=O)c1ccc(C)cc1	3%	1.1%	-4%	-3%	4%
CCOC(=O)[C@H](CCc1ccccc1)N[C@@H](C)C(=O)N1C(C(=O)O)C[C@@H]2CCC[C@@H]21 (stereo partly specified)	2%	i	4%	-8%	3%
Cc1ccsc1C(=O)NNC(=O)COc1ccc(Br)cc1	2%	2.3%	5%	x	-17%
Cc1ccc(Nc2nc(N)nc(COC(=O)c3ccc(Br)o3)n2)cc1	x	1.2%	x	x	-7%
CC(=O)Cc1nsc(NC(=O)c2ccc(-c3ccc(Cl)c(Cl)c3)o2)n1	-8%	1.4%	-8%	11%	3%
Cc1ncoc1C(=O)NC1CC(C)(C)Cc2c1cnn2-c1ccccc1 (stereo unspecified)	-9%	i	9%	-5%	3%
C/C=C/c1ccc(OCCCCOc2ccc(OC)cc2)c(OC)c1	17%	0.9%	75%	-7%	-2%
S=C(NCc1cccs1)Nc1cccc(Cl)c1Cl	9%	i	74%	8%	-8%
O=C(COC(=O)c1cc(Br)ccc1Cl)NC1CCCC1	u	i	4.8µM*	2%	-4%
Other compounds:
SMILES	M. tuberculosis HTS	inhibitors of VEEV	M. tuberculosis	PhoP GFP inhibition	influenza NS1A	others
CCOc1ccccc1NC(=O)/C(C#N)=C/c1c(C)nn(-c2ccc(F)cc2)c1Cl	0%	i	-15%	-14%	9%
O=C(CCC(=O)N1CCOc2ccccc21)Nc1ccccc1Br	-3%	9.4%	17%	2%	-4%
CCOC(=O)C1CCCN(C(=S)Nc2cccc(Cl)c2)C1 (stereo unspecified)	5%	3.3%	7%	-9%	10%
O=C(c1cccs1)N1CCN(C(=O)c2cccs2)C1=S	x	10%	x	x	-25%
CCN(c1ccccc1)S(=O)(=O)c1cc(C(=O)O)ccc1C	-7%	2.6%	10%	4%	10%
COc1cc2c(cc1NC(=O)CCC(=O)O)oc1ccccc12	-8%	0.5%	-19%	4%	-1%
COc1cc2c(cc1NC(=O)Cc1ccc(C)cc1)oc1ccccc12	-2%	1.2%	5%	-6%	6%
O=C(c1ccc(S(=O)(=O)N2CCCCCC2)cc1)N(c1ccccn1)C1CCCCC1	-6%	1.2%	36%	5%	-3%
COc1ccc(C2(C)NC(=O)N(CC(=O)Nc3ccc4c(c3)OCO4)C2=O)cc1OC (stereo unspecified)	1%	5.1%	9%	0%	6%
O=C(O)CC1c2ccccc2CCN1S(=O)(=O)c1cccs1 (stereo unspecified)	-4%	1.8%	-8%	-15%	x
CCOc1ccc2nc(N=Nc3c(O)[nH]c(=O)[nH]c3=O)sc2c1	-9%	0.7%	41%	14%	2%
O=C(CC1C(=O)NCCN1C/C=C/c1ccccc1)NCCc1ccncc1 (stereo unspecified)	-2%	2.0%	10%	-12%	-6%
Cc1nnc(SCCn2c(Br)nc3c2c(=O)[nH]c(=O)n3C)s1	-3%	2.3%	2%	12%	-18%
CCNC(=O)CCn1nc(-c2ccc(Cl)cc2)c2ccccc2c1=O	42%	1.7%	24%	-5%	3%
C=CCN1CC[C@]23c4c5ccc(O)c4OC2C(=O)CC[C@@]3(O)C1C5 (stereo partly specified)	-3%	0.4%	-12%	15%	-6%
C=C1C(C(=O)Nc2ccc(OCC)cc2)C1C(=O)Nc1ccc(OCC)cc1 (stereo unspecified)	0%	i	15%	0%	1%
CC(C)CC(=O)NC(=S)Nc1ccc(S(=O)(=O)Nc2nccs2)cc1	-12%	2.9%	38%	0%	3%
O=C(Nc1cccnc1Cl)c1cc(-c2ccc(O)cc2)on1	11%	1.7%	51%	6%	13%
CN(C)CCCN(C(=O)c1ccc(C(=O)c2ccccc2)cc1)c1nc2cc3c(cc2s1)OCCO3	2%	u	36%	-3%	20%
COc1cccc(-c2cc(C(=O)N3CCN(C(=O)c4ccco4)CC3)[nH]n2)c1	7%	1.6%	-7%	-3%	2%
COc1ccc(OCc2nnc(SCC(=O)N3CCOCC3)o2)cc1	-2%	i	34%	-12%	0%
O=C(c1ccccc1F)N1CCN(c2ccccc2)CC1	-4%	0.4%	11%	-3%	-1%
Cc1ccc(NC(=O)c2ccc(Cl)c(S(=O)(=O)NCc3ccco3)c2)c(O)c1	-4%	1.2%	20%	x	13%
CCN(CC(=O)Nc1ccccc1C(F)(F)F)C(=O)CN1C(=O)NC2(CCCCC2)C1=O	-6%	0.4%	-4%	-5%	-12%
CCOc1ccc(S(=O)(=O)NCCC(=O)N(CC)CC(=O)Nc2c(F)cccc2F)cc1	-2%	2.2%	-3%	-5%	0%
(further entries)
SMILES	M. tuberculosis HTS	inhibitors of VEEV	M. tuberculosis	PhoP GFP inhibition	influenza NS1A	others
O=C(OCC(=O)c1ccc(Cl)s1)c1ccc(CO)cc1	u	i	68%	-4%	1%
CCCCCCC[n+]1ccc(-c2cc[n+](CCCCCCC)cc2)cc1	u	i	u	u	23%	inhibitors of VEEV 10K pilot screen=0.0
Cn1c(-c2cccc([N+](=O)[O-])c2)cnc1NCc1ccc(C#N)cc1	7%	1.1%	22%	-3%	-6%
CC(C)N(C(=O)Cn1cc(SCC(N)=O)c2ccccc21)C(C)C	0%	0.1%	-7%	-1%	0%
CCOC(=O)c1[nH]c2ccccc2c1NC(=O)C(C)(C)C	-10%	0.4%	x	-10%	-8%
COc1ccc(S(=O)(=O)N2CCNC(=O)C2)cc1Br	-8%	0.7%	-4%	1%	6%
COc1cccc(N2CC(C(=O)Nc3nnc(SCC(=O)N4CCOCC4)s3)CC2=O)c1 (stereo unspecified)	-12%	4.0%	-9%	-1%	-3%

Filtered by structure: those above with a tert-butyl group
SMILES	M. tuberculosis HTS	inhibitors of VEEV	M. tuberculosis	PhoP GFP inhibition	influenza NS1A	others
Cc1c(NC(=O)C(C)OC(=O)CNC(=O)c2ccc(C(C)(C)C)cc2)c(=O)n(-c2ccccc2)n1C (stereo unspecified)	-1%	0.4%	4%	13%	1%
CCOC(=O)c1[nH]c2ccccc2c1NC(=O)C(C)(C)C	-10%	0.4%	x	-10%	-8%

Screens from PubChem.
